# PAX8 inh HTS = PAX8 transcriptional activity inhibition; 360,000 tested, 1.2% active; RMG-I TPO-luciferase reporter, SteadyGlo, 24 h; inhibition, % at 12.6 µM;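 active means mean replicate inhibition at least 60% with every replicate also reaching 60%; inconclusive means only one of the two criteria is met; inactive means mean below 60% and not all replicates reaching 60%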;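 further: luciferase light reporting Pax8 driven TPO promoter activity; plate controls were median of neutral control wells for no effect and mitoxantrone controls for full effect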
# PGC1a acetyl inh = PGC1a acetylation modulation, inhibitor mode; U2OS PGC1a acetylation, AlphaScreen anti-acetyl-lysine; with virally co-expressed GCN5 acetyltransferase; inhibition, % at 15.6 µM; 350,000 tested, 0.17% active; AID 651687;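 active means every replicate shows inhibition of at least 40%; inconclusive means mean inhibition at least 40% but some replicate below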;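 further: 0% = neutral control wells and 100% = positive control wells; some results beyond the cut were filed as inactive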
# LGR2 antag = inhibitors of bursicon-induced Drosophila LGR2 receptor cAMP signaling | HEK293 LGR2, CRE-luciferase, bursicon-stimulated, 4 h | inhibition, % at 9.99 µM | 380,000 tested, 0.35% active;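 active means drop in luminescence signal, shown as inhibition above about 50% in the replicate tests, limit read from the data, passing the limit was not always enough; inconclusive means probably only some replicates passing the limit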;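 further: agonist challenge used bursicon conditioned medium at about half maximal strength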
# Cneo AK release = causes C. neoformans cell lysis | adenylate kinase release luminescence, 4 h; normalised: neutral wells 0, clomiphene wells 100 | lysis activity, % at 15 µM | 360,000 tested, 0.2% active | AID 651654;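 active means mean lysis activity across replicates of at least 80%, whatever share of replicates individually reach that level; inactive means mean lysis activity below 80%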
#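 Signal: Adenylate kinase release luminescence | Assay system: Log-phase Cryptococcus neoformans yeast cells | Input: Cells at 5 × 10^6 per mL | Buffer or medium: Fresh YPD growth medium | Compound: Single dose | Schedule: Static 4 h at 37 °C with compound, 1 h detection | Controls: Clomiphene | Read-out: Luminescence rise reflecting yeast cell lysis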
# miR122 inh = miR-122 inhibition in Huh7 cells; 340,000 tested, 0.3% active; activation (reporter increase), % at 12.5 µM; Huh7 miR-122 Renilla luciferase sensor, 48 h; neutral wells = 0, positive control = 100;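 active means mean replicate activation score at least 90 and every replicate individually at or above 90; inconclusive means only one of the two criteria met; inactive means neither criterion met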;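 further: higher luciferase means less miR-122 activity so hits act as miR-122 inhibitors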
# Casp6 inh = caspase-6 (human) enzyme inhibition | purified caspase-6, Z-VEID-R110 cleavage fluorescence | inhibition, % at 12.5 µM | 350,000 tested, 0.53% active | AID 686996;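 active means mean inhibition across replicates at least about 35%, with every replicate also reaching that limit, limit read from the data; inconclusive means only one of the two criteria met; inactive means neither criterion met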;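 further: 0% = median of neutral control wells and 100% = no fluorescence left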
# Target sequence (P55212 24-179 limits assumed): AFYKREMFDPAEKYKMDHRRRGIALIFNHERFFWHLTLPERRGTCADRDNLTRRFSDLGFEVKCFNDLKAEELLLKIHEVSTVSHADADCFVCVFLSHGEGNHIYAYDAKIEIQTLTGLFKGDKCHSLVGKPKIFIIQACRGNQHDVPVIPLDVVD
# Target sequence (P55212 194-293 limits assumed): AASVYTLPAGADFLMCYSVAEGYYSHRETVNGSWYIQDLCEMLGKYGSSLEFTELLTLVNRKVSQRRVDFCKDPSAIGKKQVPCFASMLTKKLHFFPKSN
# FN deposit inh = fibronectin deposition inhibition | 350,000 tested, 0.086% active | AH1F fibroblasts, Alexa488-fibronectin deposition fluorescence, overnight | inhibition, % at 12.6 µM;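 active means mean inhibition across replicates of 30% or more, regardless of how many single replicates reach that level; inconclusive means mean under 30% yet at least half of replicates reach 30%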;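 further: positive control wells lacked labelled fibronectin entirely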
#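 Assay system: AH1F fibroblasts / Quantity: 10000 cells per well / Medium: DMEM plus 2% serum, read in PBS / Reagent: labelled fibronectin 24 nM / Dosing: single dose, pinned / Times: 1 h cell attachment, overnight exposure to compound and label / Signal: fluorescence, ex 485 nm, em 525 nm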
# EWS-Fli inh = inhibitors of EWS/Fli oncoprotein transcriptional activity. A673 NR0B1-luciferase reporter, viability-normalised. inhibition, % at 12.6 µM. 350,000 tested, 0.67% active. AID 651661;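 active means mean inhibition of at least 50% after viability correction, with every replicate also passing that limit; inconclusive means mean reaches 50% but only one of two replicates passes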;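 further: firefly luciferase signal divided by Alamar Blue viability fluorescence both relative to DMSO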
# * hit, by the source's call; ? = inconclusive; / = not tested or not shown; & = joins results of further samples; [ ] = remark or other dose.
compound	PAX8 inh HTS	PGC1a acetyl inh	LGR2 antag	Cneo AK release	miR122 inh	Casp6 inh	FN deposit inh	EWS-Fli inh
CCCC1NC(=O)c2cccnc2-n2c1nc1ccc(Cl)cc1c2=O (configuration not stated)	-1	2	-5	-1	11	0	8	5
O=C(COC(=O)c1ccc2c(c1)OCCO2)Nc1cccc(S(=O)(=O)N2CCOCC2)c1	23	/	20	/	/	0	-5	-1
CO[C@@H]1CN(C)C(=O)c2ccc(NC(C)=O)cc2OC[C@H](C)N(C(=O)CN(C)C)C[C@@H]1C	-16	1	-4	59	7[16.7 µM]	/	-7	2
CCOc1ccccc1N(CC(=O)Nc1ccccc1C(=O)N1CCOCC1)S(C)(=O)=O	17	/	-7	0	0	9	-2	/
C[C@@H]1CN([C@H](C)CO)C(=O)c2cc(NC(=O)NC3CCCCC3)ccc2O[C@@H]1CN(C)C(=O)Nc1ccc(C(F)(F)F)cc1	8	-1	10	-1	-2[16.7 µM]	-1	/	-6
O=C(Nc1nnc(CCS(=O)(=O)c2ccc3ccccc3c2)s1)c1cccs1	-2	-17	-7	1	-5	/	5	/
O=C1N[C@@H](c2ccccc2)COC(=O)[C@H](Cc2ccc(F)cc2)C/C=C\C[C@H]1CC(=O)N(CCO)Cc1ccccc1	19	19	9	-3	-2	3	2	-2
O=C(CNC(=O)c1ccc(S(=O)(=O)N2CCCC2)cc1)N/N=C/c1ccccc1	6	-7	-10	9	-7	/	4	/
CN(C)CC(=O)N1c2ccccc2Sc2ccc(Cl)cc21	8	/	-7	/	/	-2	0	-3
CO[C@H]1CN(C)C(=O)c2cc(NS(=O)(=O)c3ccccc3)ccc2OC[C@H](C)N(C(=O)NC(C)C)C[C@@H]1C	-3	9	0	-2	-13[16.7 µM]	-1	-3	-8
O=C(c1ccc(N2CCCC2)c([N+](=O)[O-])c1)N1CCN(S(=O)(=O)c2ccc(Cl)cc2)CC1	5	/	4	-4	/	-5	1	3
Cc1ccc(OCC(=O)Nc2nnc(S(=O)(=O)N3CCCCCC3)s2)cc1	4	-10	4	3	2	-2	-5	0
C[C@@H]1CN([C@@H](C)CO)C(=O)Cc2cc(N(C)C)ccc2O[C@@H]1CN(C)C(=O)Nc1ccc(C(F)(F)F)cc1	17	-9	7	5	-2[16.7 µM]	/	1	0
CC(C)NC(=O)N1[C@@H](CO)[C@H](c2ccccc2)C12CN(C(=O)c1ccccn1)C2	/	-2	7	/	/	0	-8	-4
COCC1CCCCN1C(=O)c1ccc2oc(CCc3ccccc3)nc2c1 (configuration not stated)	-91	2	-11	-10	/	0	1	-69
COc1ccccc1/C(C)=N/NC(=S)NCc1ccccc1	-11	2	0	/	/	2	0	0
CO[C@@H]1CN(C)C(=O)c2ccc(NC(=O)C3CC3)cc2OC[C@H](C)N(CC2CCOCC2)C[C@@H]1C	/	10	-7	-5	2[16.7 µM]	5	6	0
CCC(C)[C@H](NC(=O)N1CC(=O)Nc2ccccc21)C(=O)N[C@@H](Cc1c[nH]c2ccccc12)C(=O)O (some centres not stated)	/	0	/	3	3	-6	/	11
Cc1csc(=O)n1CCC(=O)O	9	7	/	3	-5	/	-2	/
CC[N+](C)(CC)CCC(c1ccccc1)C1CCCCC1 (configuration not stated)	9	/	2	-3	/	-1	-3	5
C[C@@H]1CN([C@@H](C)CO)C(=O)c2cc(NC(=O)Cc3cn(C)c4ccccc34)ccc2O[C@H]1CN(C)C(=O)NC1CCCCC1	24	3	-2	-3	10[16.7 µM]	1	-3	4
Cc1cc(Nc2nnnn2-c2ccccc2)n(-c2ccccc2)n1	/	-1	/	1	54	/	0	/
O=C(OCc1nc2ccsc2c(=O)[nH]1)c1cc(Br)c(Br)s1	-5	-9	4	0	-1	-3	/	2
N#Cc1c(NC(=O)C2C3C=CC(C3)C2C(=O)O)sc2c1CCCCC2 (configuration not stated)	-11	-7	-8	/	/	1	4	4
COc1ccc(S(=O)(=O)N(C)C[C@H]2OCCCC[C@H](C)Oc3ccc(NS(=O)(=O)c4c(C)noc4C)cc3C(=O)N([C@H](C)CO)C[C@H]2C)cc1	27	2	15	0	1[16.7 µM]	1	0	3
COC(=O)[C@H](C)NC(=O)Nc1cc(Cl)ccc1C	/	4	4	0	-2	-1	/	/
COc1ccc(CNC(=O)c2cc(=O)c3ccc(C)c(C)c3o2)cc1	6	-6	-7	-1	/	-1	1	2
CC(=O)N1CCc2cc(S(=O)(=O)NCCC(=O)NCCc3ccc(C)cc3)ccc21	19	6	/	-1	-1	/	9	/
COCCNC(=O)C[C@@H]1C[C@H]2c3cc(N(C)C)ccc3O[C@H]2[C@H](CO)O1	-24	2	-3	-4	1[16.7 µM]	-1	/	0
O=C(N/N=C/c1ccc([N+](=O)[O-])cc1)c1ccc(COc2ccccc2-c2ccccc2)cc1	-6	/	/	/	/	-3	7	20
COCCn1c(SCC(=O)N2CCCC(C)C2)nnc1-c1ccco1 (configuration not stated)	1	/	12	-1	/	3	0	0
COc1ccc(-n2cc(CNC(C)c3ccncn3)c(-c3cccc(F)c3)n2)cc1 (configuration not stated)	16	3	18	/	/	-2	13	-6
N#Cc1c2n(c3c(=O)n(Cc4ccc(Cl)cc4)cnc13)CCCCC2	/	2	-25	4	-2	/	/	/
CCC(=O)N(C)C[C@H]1Oc2ncc(-c3ccccc3C)cc2C(=O)N([C@H](C)CO)C[C@H]1C	/	3	3	7	8[16.7 µM]	0	6	-10
COc1ccc(-c2c(C)oc3c(CN4CCCCC4C)c(O)ccc3c2=O)cc1 (configuration not stated)	-4	-5	7	-3	/	4	1	6
Cc1ccc(C)c(OCCCCn2cnc3ccccc3c2=O)c1	/	4	6	0	-8	3	/	7
COc1ccc(NC(=O)Nc2ccc3c(c2)CC(=O)N([C@H](C)CO)C[C@@H](C)[C@@H](CN(C)S(C)(=O)=O)O3)cc1	-11	2	-7	0	9[16.7 µM]	-3	/	-2
Clc1cccc(Cl)c1-c1nnc2cccc(Cl)n12	9	/	/	-1	1	/	-4	/
CCCCc1nnc(NC(=O)C(=O)OCC)s1	-2	1	4	-2	5	3	0	0
C[C@@H]1CCCCO[C@@H](CN(C)Cc2ccc(Cl)c(Cl)c2)[C@H](C)CN([C@@H](C)CO)C(=O)c2cc(NC(=O)c3ccccc3)ccc2O1	?	-15	26	-1	-10[16.7 µM]	-1	3	-7
CCc1ccccc1Nc1nc(-c2cccnc2)cs1	-79	18	-62	2	-5	-2	2	-98
C[C@H](CO)N1C[C@H](C)[C@@H](CN(C)Cc2ccncc2)Oc2c(NS(=O)(=O)c3cccs3)cccc2C1=O	-4	-1&5	10&3	1&-1	45[16.7 µM]	-3&-2	1	-2&-5
Cc1ccsc1C(=O)N1CCC(N2CCC(C(=O)NCC3CCCO3)CC2)CC1 (configuration not stated)	10	6	1	/	/	-3	2	-1
O=C(C1CC1)N1CC(=O)N2[C@H](C1)[C@H](c1ccc(-c3cccnc3)cc1)[C@@H]2CO	17	4	-3	/	/	-2	7	-28
O=C(Nc1ccc(O)cc1C(=O)O)c1ccc2c(c1)C(=O)N(Cc1ccco1)C2=O	/	3	-10	-1	-8	/	-11	/
CN(C(=O)CNC(=O)c1ccc(Br)o1)C1CCCCC1	/	0	-16	4	/	2	-7	/
CC(NC(=O)c1ccccc1F)C(=O)O (configuration not stated)	2	-3	/	3	-5	/	2	/
Cc1cc(S(=O)(=O)N2CCOCC2)ccc1OCC(=O)Nc1ccccc1C(F)(F)F	10	/	4	0	10	-1	0	3
C/C(=N\NC(=O)c1ccccc1N)c1ccc(NC(=O)Cc2ccccc2)cc1	-117	/	-17	1	1	-3	-3	-60
O=c1[nH]c2cc3c(cc2cc1CN(Cc1cccnc1)C(=S)NCc1ccco1)OCCO3	3	0	-7	/	/	-4	3	13
O=C(NC1CCCCC1)C(c1ccccc1)N(C(=O)c1cccs1)c1ccc2c(c1)OCO2 (configuration not stated)	/	-2	7	4	-3	4	/	15
O=C(COC(=O)c1cc(Br)ccc1O)Nc1ccc2c(c1)OCCO2	-4	-1	-18	2	-8	-3	3	-8
CCOc1ccc(N(Cc2ccccc2F)C2=NC3CS(=O)(=O)CC3S2)cc1 (configuration not stated)	21	-6	/	0	25	-1	7	-7
COc1ccc([C@H]2CC(=O)C=C(/C=C/c3ccc(C(F)(F)F)cc3)C2)cc1	-31	2	-30	-3	-7	-3	-5	-49
O=C(O)c1cccc(NN=C2c3ccccc3-c3ccccc32)c1	-8	-9	-8	/	/	19	/	10
COc1ccc(N2CCN(c3nc(NCCc4ccc(OC)c(OC)c4)nc(OC)n3)CC2)cc1	/	-6	/	0	-1	/	11	/

# Continued:
compound	PAX8 inh HTS	PGC1a acetyl inh	LGR2 antag	Cneo AK release	miR122 inh	Casp6 inh	FN deposit inh	EWS-Fli inh
COc1ccc(NC(C)=O)cc1NC(=O)CSc1nnc(-c2cccnc2)n1C	/	12	/	-2	-16	/	2	/
OC(CNCCC(c1ccccc1)c1ccccc1)COc1ccccc1 (configuration not stated)	18	0	50	/	/	-2	-3	35
COc1ccccc1NC(=O)CN(c1ccc(C23CC4CC(CC(C4)C2)C3)cc1)S(C)(=O)=O	/	-9	5	3	-4	/	-11	/
CC(=O)NC(c1ccc(F)c(F)c1)c1nc(-c2cnc3ccccc3c2)cs1 (configuration not stated)	6	-25	-37	-3	-5	-2	1	-6
COc1ccc(S(=O)(=O)N(C)CC(=O)Nc2cccc(C(C)=O)c2)cc1C	/	-2	17	1	/	/	3	/
CCc1nonc1NC(=O)COc1ccc(Cl)c(C)c1	-12	/	/	/	/	-5	4	-2
Cc1ccc(NC(=O)C[C@H]2CC[C@H]3[C@@H](COc4ccc(NC(=O)C5CCCCC5)cc4C(=O)N3C)O2)cc1	-21	/	-15	/	/	/	2	-7
CN(c1ccccc1)S(=O)(=O)c1cccc(NC(=O)Cc2c(F)cccc2Cl)c1	-30	3	12	/	8	/	6	/
O=C(NCc1cn(-c2ccccc2)nc1-c1ccccc1)c1ccc([N+](=O)[O-])cc1	-20	5	5	0	5	0	1	-14
C/C=C/c1ccc([C@H]2[C@@H](CO)N(C(C)=O)C23CN(C(=O)c2ccncc2)C3)cc1	-2	11	3	/	/	0	/	-5
Cc1cc(C)n2nc(CC(=O)NC3CCCC(C)C3C)nc2n1 (configuration not stated)	/	12	2	-1	/	3	/	7
Cn1cc(S(=O)(=O)Cc2ccc(F)cc2)c2ccccc21	/	-9	-24	-5	-1	2	2	-68
CC(C)(C)NC(=O)CN(C(=O)CS(=O)CC(=O)Nc1ccc(F)cc1)c1cccc(F)c1 (configuration not stated)	-6	4	0	1	14	-1	-2	-9
C[C@@H]1CCCCO[C@@H](CN(C)C(=O)NC2CCCCC2)[C@@H](C)CN([C@@H](C)CO)C(=O)c2cc(NC(=O)c3ccccc3)ccc2O1	/	12	9	/	/	1	4	-6

# Rows were taken by chance; about 2.5% have a hit in one of these screens.
